Screening results deposited in PubChem by several laboratories.
Fluor 339 460 – intrinsic fluorescence of library compounds, ex339/em460 – biochemical, MLSMR library, data from DPM-DC assay, artefact control, profiling panel. fluorescence fold increase at 10 µM. compound autofluorescence, ex339/em460 nm, NADH buffer; hits give high values; 1 = no-compound wells, NADH background. 65,000 compounds, 5.5% hits;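 active = at 10 µM, mean starting fluorescence two-fold or more over control wells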;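 note: signal is the first read of a kinetic run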
5-HT1A blocker – antagonists of human 5-HT1a serotonin receptor. P08908. CHO 5-HT1a Ga15 NFAT-bla reporter, antagonist mode. inhibition, % at 10 µM. 62,000 compounds, 0.68% hits. AID 612;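 active = inhibition above the mean of all tested compounds plus 3 SD, cut at about 43% in these data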;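 note: receptor stimulated by 5-CT agonist at 100 nM near EC80; beta-lactamase reporter measured by ratiometric fluorescence of a cleavable substrate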
Target sequence (P08908 whole entry, looked up): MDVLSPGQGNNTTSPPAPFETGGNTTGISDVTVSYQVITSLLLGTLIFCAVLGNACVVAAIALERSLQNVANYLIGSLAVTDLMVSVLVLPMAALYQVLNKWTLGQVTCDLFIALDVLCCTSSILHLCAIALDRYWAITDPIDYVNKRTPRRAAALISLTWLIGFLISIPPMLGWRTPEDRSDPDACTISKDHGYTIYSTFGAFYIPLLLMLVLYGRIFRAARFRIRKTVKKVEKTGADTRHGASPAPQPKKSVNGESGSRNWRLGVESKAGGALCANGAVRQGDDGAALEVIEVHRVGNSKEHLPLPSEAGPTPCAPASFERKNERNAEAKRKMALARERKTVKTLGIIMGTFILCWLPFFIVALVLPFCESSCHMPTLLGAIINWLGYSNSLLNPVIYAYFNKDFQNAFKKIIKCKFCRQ
HTR1E agonist – 5-HT1E (human) receptor agonism. 65,000 compounds, 0.69% hits. activation, % at 6 µM. CHO 5-HT1E Ga15 NFAT-bla reporter, FRET; 0% DMSO wells, 100% control agonist wells. AID 574;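 active = activation above a set limit, the screen-wide mean activation plus 3 SD, cut at about 8.5% in these data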;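 note: 100% = positive control agonist at 1 µM giving full maximal response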
Her2 expr inh – lowers expression of human Her2 kinase; HER2 level % of control, % at 10 µM; 65,000 compounds, 0.69% hits; SKBR-3 HER2 protein level, AlphaScreen, 18-24 h; hits give low values;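 active = HER2 level under 5% of the carrier-only control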;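 note: 100% = DMSO carrier and 0% = 500 nM PU-H71 HSP90 inhibitor; lower value means stronger loss of Her2 protein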
S1P3 ag – agonists of human S1P3 receptor | S1P3 NFAT-BLA reporter cells, agonism, FRET ratio; relative to 1 µM S1P, basal subtracted | activation, % at 4.5 µM | 60,000 compounds, 0.1% hits | AID 373 | Q99500;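 active = activation above the screen-wide mean plus 3 SD, cut at about 4.5% in these data, passing the limit was not always enough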; note: some compounds called inactive have numbers as strong as hits
Target sequence (Q99500 whole entry, looked up): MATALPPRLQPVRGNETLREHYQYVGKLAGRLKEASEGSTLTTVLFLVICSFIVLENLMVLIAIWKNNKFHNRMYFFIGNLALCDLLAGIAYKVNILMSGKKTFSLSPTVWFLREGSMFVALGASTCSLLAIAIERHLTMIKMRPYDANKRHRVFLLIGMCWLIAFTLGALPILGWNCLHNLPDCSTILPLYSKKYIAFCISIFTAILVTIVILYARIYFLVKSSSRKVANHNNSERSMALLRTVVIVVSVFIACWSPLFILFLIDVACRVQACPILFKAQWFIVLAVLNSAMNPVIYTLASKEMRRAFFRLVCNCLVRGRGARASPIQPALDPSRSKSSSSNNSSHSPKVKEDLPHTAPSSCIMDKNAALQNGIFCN
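Assay system: CHO cells stably expressing human S1P3, Gα16 and NFAT-β-lactamase reporter. Timing: overnight plating, 4 h compound 37 °C, 2 h substrate RT. Signal: β-lactamase FRET emission ratio 460/535 nm. Measure: percent activation versus median 1 µM S1P response, basal-subtracted, per plate. Repeats: primary screen single test, confirmation screen in triplicate.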
A340 absorber – absorbance at 340 nm. compound absorbance at 340 nm, fold over control. fold change at 10 µM. 65,000 tested, under 10 active. AID 708;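 active = at 10 µM dose, initial 340 nm absorbance at least 2 fold that of control wells; inactive = change under 2 fold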;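 note: initial absorbance extrapolated from kinetic A340 decline of NADH oxidation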
S1P1 ag pot – S1P1 (human) agonism or agonism potentiation | P21453 | S1P1 CRE-bla cells, forskolin, beta-lactamase FRET, potentiator mode; S1P1 agonist co-added at EC20, 2 nM; 100% = saturating reference agonist, 0% = basal | activation, % at 9.5 µM | 56,000 compounds, 0.57% hits | AID 449;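 active = activation above a cutoff set at the mean activation of all tested compounds plus 3 SD, cut at about 54% in these data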;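 note: forskolin at 4 µM as EC80 and the EC20 agonist is SEW2871; 100% = SEW2871 at its EC100 plus forskolin at EC80; some compounds past the cut are filed as inactive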
HTR1E antagonist – blocks the human 5-HT1E serotonin receptor; AID 571; CHO 5-HT1E Ga15 NFAT-bla reporter, FRET, antagonist; inhibition, % at 6 µM; 65,000 compounds, 0.99% hits;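 active = inhibition above a set limit, the mean inhibition across every tested compound plus 3 SD, cut at about 29% in these data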;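 note: signal is the 460 over 535 nm emission ratio of beta-lactamase substrate; 0% = agonist plus DMSO wells and 100% = wells without agonist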
MMP-13 inhibitor – blocks human MMP13 activity; MMP-13 fTHP FRET cleavage, Mca fluorescence; AID 570; 65,000 compounds, 0.07% hits; P45452; inhibition, % at 4 µM;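 active = inhibition above the mean of compound-free control plate wells plus 3 SD, cut at about 14% in these data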;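 note: 0% = DMSO wells and 100% = wells with reference MMP-13 inhibitor after basal subtraction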
Starred values were filed as active, the others as inactive; nt = no result given; [ ] = another dose, or the depositor's remark. Not a hit list, and some 8.5% of all compounds hit somewhere here.

SMILES	Fluor 339 460	5-HT1A blocker	HTR1E agonist	Her2 expr inh	S1P3 ag	A340 absorber	S1P1 ag pot	HTR1E antagonist	MMP-13 inhibitor
C=CCNC(=O)C1CCN(S(=O)(=O)c2ccccc2)CC1	1.1	-7	-0.9	82	-0.1	1	-14	-6	-3
COC(=O)C(O)(CC(=O)Nc1ccc(Cl)cc1F)C(F)(F)F (configuration not stated)	1.1	14	-0.1	nt	-1.2	1	-6	6	4
CC(C)OCCCn1c(-c2ccco2)nc2nc3ccccc3nc21	3.8*	-16	0.6	73	-0.4	1.1	-7	10	-63[fluorescence artefact?]
COc1cc(NC(=O)CSc2nnc3n2C(C)(C)Cc2ccccc2-3)cc(OC)c1	1.1	-10	0.1	112	-0.8	1	-9	-3	-4
CCOC(=O)Nc1ccc(NS(=O)(=O)c2ccc(C)cc2)cc1	1.1	3	-0.5	72	0.7	1	-4	13	1
CCCCOc1cccc(-c2nnc(N)s2)c1	1.1	nt	-0.6	125	-3.3	1	9	0	1
CCOC(=O)c1cnc(-n2nc(C)cc2C)nc1N(CC)CC	1.1	12	0.4	111	-1.1	1	14	3	2
CCN1CCN(CCNC(=O)CS(=O)(=O)Cc2nc(-c3ccc(C)cc3)oc2C)CC1	1.1	-11	0.2	110	-0.8	1	8	-8	-7
Cc1onc(-c2ccccc2)c1C(=O)N1CCOCC1	1	-2	0.3	80	0.4	1	-4	-3	0
CCCS(=O)(=O)N1CCC(C(=O)NCCc2ccccc2)CC1	1.2	8	0.0	132	-1.3	1	-23	-3	2
CC1CCN(C(=O)CN2C(=O)c3ccccc3S2(=O)=O)CC1	1.1	0	-0.6	134	-0.6	1	-12	-7	-4
CC1(C(=O)O)Sc2[nH]c(=O)sc2C2c3ccccc3OC(=O)C21 (configuration not stated)	1	-15	2.1	86	0.4	1	8	1	-5
O=C(Nc1ccc2c(c1)OCO2)C1CCN(C(=O)CSc2ncnc3ccccc23)CC1	1.1	-16	0.0	140	nt	1.1	nt	-11	3
COc1ccc(C(=O)CC(=O)O)c2c1C=CC(C)(C)O2	1.4	-4	-1.0	83	-1.3	1	-11	-9	-3
CCOCCCNC(=O)C(c1ccc(C)cc1)N1CCOCC1 (configuration not stated)	1.1	-8	0.4	150	-1.3	1.1	-1	-6	-8
Cc1oc2c(CN3CCOCC3)c(O)ccc2c(=O)c1-c1ccccc1	3.9*	-6	0.4	84	-1.2	1.1	-5	-2	-109[fluorescence artefact?]
CCCCCc1nc2ccccc2c(=O)n1N	1.2	2	-0.5	289	-0.7	1	-5	-7	4
O=C1C=C(N2CCN(C3=CC(=O)CCC3)CC2)CCC1	1.1	nt	-2.1	93	-3.5	1.1	11	-5	4
CCN1C(=O)/C(=C2/Sc3ccccc3N2CCCS(=O)(=O)O)SC1=S	1	2	0.3	153	1.0	1	-9	-5	17*
COc1ccc(N2CCN(C(=O)COc3ccccc3)CC2)cc1	0.87	-11	-0.6	129	0.1	1.1	0	7	0
N#CC1=C(N)Oc2n[nH]c(-c3cccs3)c2C1c1cccnc1 (configuration not stated)	1.1	-2	0.7	95	0.1	1	10	3	2
N#CCCNc1ccc(OCCC#N)cc1	1.1	4	0.5	105	-1.3	1	-10	-11	6
CCSc1nnc(NC(=O)C2CCCN(S(=O)(=O)c3cnc[nH]3)C2)s1 (configuration not stated)	1.1	-4	0.4	88	-0.1	0.99	-30	0	1
COC(=O)CCCCC(=O)C1C(=O)CC(C)(C)C(C(=O)OC)C1=O (configuration not stated)	1.1	4	1.5	80	-0.4	1	nt	-2	3

Two records picked at random from those above:
SMILES	Fluor 339 460	5-HT1A blocker	HTR1E agonist	Her2 expr inh	S1P3 ag	A340 absorber	S1P1 ag pot	HTR1E antagonist	MMP-13 inhibitor
COc1ccc(C(=O)CC(=O)O)c2c1C=CC(C)(C)O2	1.4	-4	-1.0	83	-1.3	1	-11	-9	-3
N#CCCNc1ccc(OCCC#N)cc1	1.1	4	0.5	105	-1.3	1	-10	-11	6

Other structures:
SMILES	Fluor 339 460	5-HT1A blocker	HTR1E agonist	Her2 expr inh	S1P3 ag	A340 absorber	S1P1 ag pot	HTR1E antagonist	MMP-13 inhibitor
O=c1cc(CSc2ccc(Cl)cc2)nc2nc[nH]n12	0.99	-3	-0.4	117	-1.0	0.97	-20	8	-4
Cn1c(SC/C=C/c2ccccc2)nnc1-c1ccco1	1.1	11	-1.1	106	-0.8	1	6	-2	3
CCOC(=O)C1=C(c2ccccc2)N(C)C(=O)NC1c1ccc(OC(F)F)c(OC)c1 (configuration not stated)	1.1	4	-0.5	81	-0.3	1	-4	12	-2
CC(=O)c1ccc(Nc2ncnc3c2oc2ccccc23)cc1	1.5	-23	-0.7	60	-0.5	1.1	-13	-5	-8
Cn1c(NCCc2ccccc2)cc(=O)n(C)c1=O	1.1	5	-0.1	87	-1.2	1	17	1	1
CC(=O)NCc1nc2ccccc2n1Cc1ccccc1C	1.1	0	0.2	nt	-0.7	1.1	-7	16	5
COc1ccc(Nc2ncnc3c2cnn3-c2ccccc2)cc1OC	1.2	0	-0.1	102	-0.4	1	-43	-1	0
COc1cc2c(C(=O)NCCCOC(C)C)cn(CC(C)C)c(=O)c2cc1OC	1.2	-6	0.0	90	0.0	0.99	-23	3	-6
C=CCNC(=O)Nc1ccc2oc(C)nc2c1	1	2	-1.4	77	-0.1	1	nt	5	2
CCc1ccc2[nH]c(=O)c(CN(CCCN3CCOCC3)C(=O)Nc3cccc(Cl)c3)cc2c1	1.2	-18	0.8	36	-0.1	1	-45	-8	4
Clc1ccccc1-c1nn2c(Cn3cnc4ccccc43)nnc2s1	1.1	-2	0.2	226	-0.3	1	5	-9	-1
Cc1cc(NC(CC(C)C)C(=O)O)nc(Cc2ccccc2)n1 (configuration not stated)	1.1	nt	0.6	108	-0.1	1.1	-6	-8	-8
O=C(Cn1cnc2sc(-c3ccccc3)cc2c1=O)N1CCOCC1	1.2	9	1.6	72	-0.7	1	-35	8	-2
O=S(=O)(Nc1nc2ccccc2[nH]1)c1ccc(Cl)cc1	0.98	-8	-0.1	100	-0.5	1	3	-1	1
O=S(=O)(c1ccc(S(=O)(=O)N(Cc2ccco2)Cc2ccccc2Cl)cc1)N1CCCC1	1	9	0.1	103	0.9	1	6	3	2
CCC(C)NC(=O)Cn1c(=O)n(CCCCC(=O)NCc2ccco2)c(=O)c2ccccc21 (configuration not stated)	1.1	14	0.8	96	nt	1	nt	-2	7
CC12C(=O)N(c3ccccn3)C(=O)C1C1C=CC2C1 (configuration not stated)	1.1	-10	-0.4	75	-0.4	1.1	-4	5	2
CCOC(=O)C1CN(S(=O)(=O)c2ccc(C)cc2)CCN1S(=O)(=O)c1ccc(C)cc1 (configuration not stated)	1.1	-9	0.6	99	-1.0	0.98	nt	-6	1
COc1c(Cl)cc(-c2noc(C)c2C(=O)NC(C)C)cc1Cl	1.1	-1	1.0	62	-0.2	1	5	-9	-1
N#Cc1ccccc1NC(=O)COC(=O)c1ccc2c(c1)OCCO2	1.1	-4	-0.6	83	-0.9	1	1	5	-1
Cc1oc(-c2cccc(Cl)c2)nc1CN1CCC(C(=O)NCCCN2CCCC2=O)CC1	1	-1	0.0	110	0.5	1	-22	0	-1
CCCCNC(=O)Nc1cc(C(F)(F)F)c[nH]c1=O	1.1	-9	0.1	101	0.6	1	-21	4	-2
O=C(CCN1CCCCC1)Nc1cccc(Cl)c1	1.1	nt	0.1	106	-0.6	1	-2	-5	-6
CC(=O)c1cccc(-n2nnnc2SCC(=O)Nc2cccc(NC(=O)c3ccco3)c2)c1	1.1	8	-0.7	73	-1.3	1.1	9	1	-1
COc1cc(Cl)c(S(=O)(=O)N2CC(C)OC(C)C2)cc1Cl (configuration not stated)	1.1	-10	-0.6	102	-0.1	1	11	6	0
COc1ccccc1NC(=O)c1oc2ccc(C)cc2c1C	1.2	7	0.3	78	-1.9	1.1	-27	10	-3
Cc1sc2ncnc(SCC(=O)N3CCCC3)c2c1C	1.1	-9	-0.1	110	-1.4	0.99	-32	5	6
CCCn1nc(NC(=O)c2ccncc2)c2cc3ccccc3nc21	1.2	1	0.9	79	-1.4	1.1	3	21	0
Cn1cc(CNC(=O)Nc2ccc3c(c2)OCO3)cn1	1.1	-4	-0.6	102	-0.2	1.1	-6	-1	-9
Cc1cccc(Cn2c(=O)n(Cc3ccco3)c(=O)c3ccccc32)c1	1.1	4	1.7	69	-1.1	1	9	14	1
CC1CCCC(C)N1S(=O)(=O)c1ccc(NC(=O)c2ccccc2C(=O)N2CCOCC2)cc1 (configuration not stated)	1.1	1	0.3	91	-0.6	1	nt	9	-3
c1ccc2[nH]c(SCc3cscn3)nc2c1	1.1	4	0.0	145	-0.4	1	nt	1	2
N#CCCN(C(=O)Nc1ccc(Cl)cc1)c1ccccc1	1	-9	-0.9	61	-1.2	0.98	2	5	6
O=C(O)COc1ccc(Cl)cc1CO	1.1	2	-0.2	110	-0.8	1	nt	-1	1
CN1C(=O)N(c2ccccc2)C(Nc2nncs2)C1(C)C (configuration not stated)	1.1	nt	1.1	94	1.3	1	-3	-11	-3
Clc1cc(Cl)c2nc(N3CCCCC3)sc2c1	1.1	-21	-1.0	69	0.3	1	-33	-6	3
COc1ccc(-c2cc(C(=O)N3CCN(C(c4ccccc4)c4ccccc4)CC3)no2)cc1	1.1	44*	1.4	89	-1.2	1	-9	-4	7
Cc1noc(C)c1COC(=O)c1ccccc1Oc1ccccc1	1	24	-1.5	104	1.2	0.98	-8	1	-5
O=C(O)CCN(CCC(=O)O)c1nnc(SCc2ccccc2)s1	1	nt	1.1	86	0.6	0.99	23	-6	-2
CCCCNC(=O)c1c(C)cc(=O)oc1C	0.98	-8	-0.3	127	nt	1.1	nt	-1	-2
COC(=O)c1cccc(OCC(O)Cn2ccnc2)c1 (configuration not stated)	1.1	8	0.1	110	0.0	1	-12	11	3
CCn1c(C)nc2c(=O)oc3ccccc3c21	1.1	2	-0.5	102	-0.7	1	-5	11	-4
Cc1cc(=O)oc(C)c1C(=O)O	1	-1	0.0	87	nt	0.99	nt	-12	1
COc1cccc(-c2nc3n(n2)C(c2ccccc2Cl)C(C(N)=O)=C(C)N3)c1 (configuration not stated)	1.1	-6	-0.2	125	-0.4	0.99	-13	-5	0
O=C(CSCCNS(=O)(=O)c1ccccc1)Nc1ccccc1	1.1	11	-0.2	95	-1.0	1.1	nt	18	-2
CC(CCc1ccccc1)NC(=O)CN1CCN(Cc2ccccc2)C1=O (configuration not stated)	1	-12	-0.1	84	nt	0.99	nt	-10	6
COc1ccc(S(=O)(=O)N2CCCC(C(=O)NCc3ccncc3)C2)cc1 (configuration not stated)	1.1	-14	-0.4	80	-0.6	0.99	6	-5	1
Cn1c(C(=O)OCC(=O)NCc2cccs2)cc2sccc21	1.1	-2	-0.3	144	-0.1	0.97	-4	-4	-4
CCC(=O)Nc1cccc(NC(=O)c2ccc3c(c2)OCO3)c1	1.1	19	-1.3	102	-0.5	1	0	10	2
CN1C(=O)CC(N2CCN(C(=O)CN3CCCC3)CC2)C1=O (configuration not stated)	1.1	-1	0.1	120	-1.2	0.98	0	2	2
CCCn1c(SCc2ccccn2)nc2c1c(=O)n(C)c(=O)n2C	1.1	5	-0.6	98	-0.5	1	-25	6	-2
